Screening results as filed in PubChem.
MEKK3 PB1 HTS – modulators of MEKK3-MEK5 PB1 binding, primary screen, biochemical, wildtype MEKK3, multiplex bead flow cytometry, Alexa488-MEK5. Mitogen-activated protein kinase kinase kinase 3 (Homo sapiens), Q99759. bead-based flow cytometry, Alexa488-MEK5 binding to MEKK3; actives lie on both sides; 0 = blocked by unlabeled MEK5, 100 = vehicle. binding response (% of control), % at 10 µM. 290,000 compounds, 1.4% hits. AID 1529, 2009;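 active = binding response more than 3 SD above or below the average of its plate-row segment, actives on both sides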;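 also: Alexa488 bead fluorescence after subtracting the streptavidin-only scavenger bead signal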
Target sequence (Q99759 whole entry, looked up): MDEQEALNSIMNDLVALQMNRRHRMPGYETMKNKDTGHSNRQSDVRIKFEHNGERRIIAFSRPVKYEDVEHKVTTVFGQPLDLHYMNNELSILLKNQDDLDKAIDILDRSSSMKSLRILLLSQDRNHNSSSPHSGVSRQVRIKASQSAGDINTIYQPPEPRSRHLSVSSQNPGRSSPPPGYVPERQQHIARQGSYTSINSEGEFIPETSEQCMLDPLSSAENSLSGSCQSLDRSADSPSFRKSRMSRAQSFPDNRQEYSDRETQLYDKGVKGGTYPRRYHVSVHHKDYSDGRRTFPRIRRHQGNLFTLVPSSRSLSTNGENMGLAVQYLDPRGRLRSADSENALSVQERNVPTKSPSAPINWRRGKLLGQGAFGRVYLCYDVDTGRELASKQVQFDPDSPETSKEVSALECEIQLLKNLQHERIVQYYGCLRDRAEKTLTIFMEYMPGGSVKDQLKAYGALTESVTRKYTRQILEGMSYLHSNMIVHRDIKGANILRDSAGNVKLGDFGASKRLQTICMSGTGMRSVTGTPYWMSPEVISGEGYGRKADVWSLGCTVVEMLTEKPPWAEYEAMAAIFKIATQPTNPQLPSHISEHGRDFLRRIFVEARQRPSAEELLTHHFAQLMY
CRFR2-BP antag – antagonists of CRF-BP/CRF-R2 complex, primary screen, cell-based, HEK293, calcium dye fluorescence, uHTS. CRF-induced calcium fluorescence. inhibition, % at 11.8 µM. 350,000 compounds, 0.59% hits;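 active = inhibition of the ligand-induced calcium signal above about 50% at the single tested concentration, limit read from the data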
MEKK2 mut-MEK5 – MEK5 binding signal on mutant MEKK2 PB1, primary screen, biochemical, multiplex bead flow cytometry, Alexa488-MEK5 | Alexa488-MEK5 binding to MEKK2 mutant | 290,000 compounds, 0.35% hits | percent response, % at 10 µM; in the data active = percent response above about 24%, passing the limit was not always enough; also: inactives centre near 1; some results filed as inactive read as strong as hits
FID counter – compounds displacing fluorescent DNA intercalator, primary screen, artefact control for HCV NS3 helicase inhibitor project, biochemical, FID fluorescence. DNA fluorescent intercalator displacement. inhibition, % at 7.9 µM. 290,000 compounds, 0.17% hits. AID 1845, 2009; in the data active = inhibition above about 37%;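 also: 0% = vehicle and 100% = reference compound; higher means more ethidium bromide displaced from hairpin DNA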
GalR3 antagonist – GalR3 antagonists in HEK293 cells, primary screen, cell-based, fluorescence readout; Galanin receptor type 3 (Homo sapiens), O60755; HEK293 GalR3-CNG cAMP membrane potential fluorescence; galR3 body fused to GalR1 C-terminus; inhibition, % at 3 µM; 360,000 compounds, 0.44% hits; AID 651719, 2012;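 active = inhibition above the screen-wide average plus 3 SD, cut at about 13% in these data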;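 also: forskolin and galanin both at EC90 stimulate the cells; cAMP rise reported by CNG channel membrane potential dye signal; 0% = forskolin plus galanin with DMSO and 100% = forskolin alone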
Target sequence (O60755 1-299 limits assumed): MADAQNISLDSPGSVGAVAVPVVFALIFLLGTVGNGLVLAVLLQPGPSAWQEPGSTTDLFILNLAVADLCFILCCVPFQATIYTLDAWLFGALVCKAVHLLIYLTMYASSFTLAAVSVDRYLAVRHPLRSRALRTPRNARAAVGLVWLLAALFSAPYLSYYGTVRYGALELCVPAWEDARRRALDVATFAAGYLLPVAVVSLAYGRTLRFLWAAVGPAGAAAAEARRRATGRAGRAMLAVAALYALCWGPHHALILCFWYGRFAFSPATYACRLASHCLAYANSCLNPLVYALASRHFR
CRFBP-R2 agonist – agonists of CRF-BP/CRF-R2 complex, primary screen, cell-based, HEK293, calcium dye fluorescence, uHTS; 350,000 compounds, 0.46% hits; CRF-binding protein / CRF receptor 2 complex (human); calcium dye fluorescence (FLIPR); percent of saturating CRF peptide response; activation, % at 13.2 µM;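 active = activation of at least 50%, plus an integration ratio under a set limit after plate pattern correction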;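 also: plate controls were neutral control wells without compound for no effect and CRF at EC100 for full effect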
HCV NS3 hel inh – inhibitors of HCV NS3 helicase, primary screen, biochemical, Cy5 molecular beacon fluorescence; inhibition, % at 10.9 µM; 290,000 compounds, 0.56% hits; NS3 helicase DNA unwinding; Hepatitis C virus NS3 helicase;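 active = inhibition above the mean of all tested compounds plus 3 SD, set per campaign, cut at about 35% in these data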;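 also: 0% = DMSO wells and 100% = thioflavine S control wells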
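System: NS3 helicase fragment of HCV / Schedule: 1 h at 25 °C / Control set: DMSO alone as 0% and 110 µM thioflavine S as 100% / Reagent: Cy5/quencher beacon DNA duplex and ATP to start / Technique: Cy5 fluorescence / Replication: singlicate / Evaluation: % inhibition of end-to-start signal ratio versus controls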
MEKK2wt PB1 HTS – modulators of MEK5 binding to wildtype MEKK2, primary screen, biochemical, multiplex bead flow cytometry, Alexa488-MEK5; Alexa488-MEK5 binding to MEKK2 WT; actives lie on both sides; binding response (% of control), % at 10 µM; 290,000 compounds, 1.1% hits; Mitogen-activated protein kinase kinase kinase 2 (Homo sapiens), Q9Y2U5; in the data active = binding response below about 67% or above about 130%
UBC9 SUMO inh – inhibitors of in vitro SUMOylation cascade, primary screen, biochemical, HTRF, uHTS. AID 2006, 2009. HTRF SUMOylation assay, SAE1/SAE2 + UBC9. inhibition, % at 35 µM. SUMO-conjugating enzyme UBC9 (Homo sapiens), P63279. 290,000 compounds, 0.36% hits; in the data active = inhibition above about 50%, passing the limit was not always enough; also: strong numbers were not always called active
* marks the source's active call; other numbers are inactive results; · = no result given. An excerpt; the hit share may differ from the screen's.

cpd	SMILES	MEKK3 PB1 HTS	CRFR2-BP antag	MEKK2 mut-MEK5	FID counter	GalR3 antagonist	CRFBP-R2 agonist	HCV NS3 hel inh	MEKK2wt PB1 HTS	UBC9 SUMO inh
1	CCOc1ccccc1NC(=O)COC(=O)Cc1cccs1	101	-8	7	-18	-2	-1.3	6	107	9
2	CCOC(=O)Cc1csc(N/N=C/c2ccccc2)n1	154*	-14	3	-15	-6	-0.1	1	110	-9
3	Cc1oc(-c2cc(F)ccc2F)nc1CN1CCC(C(=O)N2CCOCC2)CC1	101	-4	7	-6	0	1.9	0	106	0
4	CCNc1ccc(S(=O)(=O)N(C)C)cc1NCC(=O)Nc1ccccc1F	96	3	-3	-10	-8	-0.8	3	93	-4
5	CCN(CC)C(=O)c1cc(C(C)(C)C)c(O)c(C(C)(C)C)c1	128*	-7	0	-14	-15	3.6	6	105	19
6	Cc1cccc(OC(C)C(=O)N(Cc2cccs2)C2CCS(=O)(=O)C2)c1C (centres undefined)	98	-3	-1	-27	3	-0.2	0	100	12
7	CC(=O)Nc1ccc(S(=O)(=O)Nc2ccccn2)cc1	96	4	-13	16	-3	1.0	1	91	2
8	COc1ccc(-c2ccc(CCC(=O)O)n2NC(N)=O)cc1	99	5	-2	-11	-1	3.0	-3	78	-7
9	CCc1cccc(NC(=O)c2snc3c(=O)[nH]cnc23)c1	106	-21	7	7	0	1.2	6	106	13
10	CC1(C)CC(NC(=S)Nc2ccc([N+](=O)[O-])cc2)CC(C)(C)N1	99	-2	3	24	-9	1.1	-5	108	7

Additional entries:
cpd	SMILES	MEKK3 PB1 HTS	CRFR2-BP antag	MEKK2 mut-MEK5	FID counter	GalR3 antagonist	CRFBP-R2 agonist	HCV NS3 hel inh	MEKK2wt PB1 HTS	UBC9 SUMO inh
11	Cn1c(=O)c(C(=O)NCc2ccc(Cl)cc2)c(O)c2ccccc21	106	-13	3	-7	-8	0.8	-6	106	4
12	CC(=O)c1cc(-c2ccc(F)cc2)n(CC(=O)NCc2cccs2)c1C	102	-14	8	-7	-4	1.7	1	102	-13
13	O=C(Nc1nc(-c2cccs2)cs1)c1ccc(Cl)s1	101	9	1	7	2	0.2	-4	97	-19
14	Cc1nnc(-c2cnn(C)c2N)n1Cc1ccc(Cl)cc1	99	5	1	-3	-1	0.1	-4	97	12
15	O=C(CSc1ccc2nnc(-c3cccnc3)n2n1)Nc1ccccc1	101	1	4	-3	-5	0.3	4	103	9
16	COc1ccc(-n2c(SCc3nnc(-c4ccccc4)o3)nnc2-c2ccccc2)cc1	99	-3	-6	-40	-8	-0.2	-3	95	10
17	CCc1ccc(OCCCC(=O)Nc2ccc(N3CCCCC3)cc2)cc1	98	2	3	-3	1	0.6	-1	100	15
18	CC(=O)Nc1ccccc1C(=O)C(=O)Nc1cccc(F)c1	99	16	0	3	-3	-1.1	-1	97	·
19	COc1ccccc1N1CCN(C2CCCN(C(=O)c3cscn3)C2)CC1 (centres undefined)	105	2	8	-7	-5	-0.5	4	109	8
20	Cc1nn(C)cc1S(=O)(=O)NCc1ccc2c(c1)OCO2	98	0	-1	-7	-1	-0.4	0	100	-4

Later entries.
cpd	SMILES	MEKK3 PB1 HTS	CRFR2-BP antag	MEKK2 mut-MEK5	FID counter	GalR3 antagonist	CRFBP-R2 agonist	HCV NS3 hel inh	MEKK2wt PB1 HTS	UBC9 SUMO inh
21	COc1ccc2cc3cc(C(=O)N4CCN(c5ccccn5)CC4)oc3nc2c1	101	2	4	-32	1	-0.8	-3	99	0
22	CCSc1n[nH]c2nc3c(c(=O)n12)C1(CCCCC1)Cc1ccccc1-3	88	-18	-4	-3	10	-0.3	8	82	32
23	COCCn1c(=O)[nH]c2cc(C(=O)OC)ccc2c1=O	94	-5	0	2	6	-0.4	-2	96	33
24	Cc1nc2ncnn2c(N2CCN(C(=O)Cc3cccs3)CC2)c1C	97	7	0	-15	-3	-0.2	2	98	2
25	O=C(c1ccncc1)N1CCN(C(=O)c2ccncc2)CC1	102	9	2	-1	-3	0.6	-7	101	13
26	COc1cc(C(C(=O)NC2CCCC2)N(CCO)C(=O)Cn2nnc(-c3ccc(C)o3)n2)ccc1O (centres undefined)	105	1	2	-21	-9	-1.3	-7	104	-2
27	COc1ccc(C(C)=O)cc1COc1ncnc2ccccc12	100	2	-1	-16	-3	-0.7	-6	95	12
28	COc1ccc(C2C(C#N)=C(N)Oc3n[nH]c(C)c32)cc1CSc1ccccn1 (centres undefined)	103	13	3	-9	3	-0.9	3	106	0
29	CC1(C)Cc2cccc(OCC(=O)Nc3ccc(OCC(N)=O)cc3)c2O1	125	4	0	-28	0	0.0	1	109	4
30	CCOC(=O)c1ccc([N+](=O)[O-])c(CS(=O)(=O)c2ccc(Cl)cc2)c1	106	19	9	-13	-7	-1.4	11	110	11

(further entries)
cpd	SMILES	MEKK3 PB1 HTS	CRFR2-BP antag	MEKK2 mut-MEK5	FID counter	GalR3 antagonist	CRFBP-R2 agonist	HCV NS3 hel inh	MEKK2wt PB1 HTS	UBC9 SUMO inh
31	CC(C)NC(=S)N/N=C1\CCCCc2ccccc21	98	-9	7	-6	-2	0.3	-4	104	1
32	O=C(COC(=O)C1CC(=O)N(Cc2ccco2)C1)c1ccc(OC(=O)c2ccco2)cc1 (centres undefined)	105	82*	-2	-14	-1	3.2	8	98	30
33	COc1cccc(-n2c(SCC(=O)NC3CCCCC3)nc3n[nH]c(C)c3c2=N)c1	109	-23	6	-20	-1	-1.5	-9	103	-5
34	O=C(Cc1nnc(NC(=O)Nc2ccc(F)cc2)s1)Nc1ccccc1	88	6	-5	-4	6	-0.3	0	92	18
35	COc1cccc(Sc2cc(N3CCOCC3)nc(-c3ccccc3)n2)c1	·	-37	·	-3	3	7.6	2	·	-17
36	N#Cc1cc2c(nc1SCc1nc3ccccc3[nH]1)CCC2	93	·	-10	-5	·	·	-4	93	2
37	O=S(=O)(c1ccc(Oc2ccc(-c3nnco3)cc2)nc1)N1CCC(Cc2ccccc2)CC1	104	-33	-1	-1	-1	8.5	7	100	-38
38	CCN(CC)S(=O)(=O)c1ccc(C(=O)NN(C)C2=NS(=O)(=O)c3ccccc32)cc1	101	4	-8	-11	-12	-0.6	16	97	-8
39	Cc1cc(C)c(C(=O)/C=C/c2cccc3ccccc23)c(=O)[nH]1	108	-22	0	-13	1	3.2	-6	93	1
40	Cc1nn(C)cc1/C=N/NC(=O)CSc1ccccn1	100	-3	-7	1	-1	-0.8	-4	99	2

Additional records.
cpd	SMILES	MEKK3 PB1 HTS	CRFR2-BP antag	MEKK2 mut-MEK5	FID counter	GalR3 antagonist	CRFBP-R2 agonist	HCV NS3 hel inh	MEKK2wt PB1 HTS	UBC9 SUMO inh
41	Cc1cccc(NC(=O)Nc2cccc(C)n2)n1	98	2	0	-6	-1	1.7	39*	96	17
42	O=C1OC(OC2CCCCC2)(c2ccccc2)c2ccccc21 (centres undefined)	103	6	-3	-11	-8	0.6	-3	97	-8
43	N/C(=N\OC(=O)c1ccc(Cl)cc1Cl)c1ccncc1	106	-4	12	-2	-2	-1.2	6	104	1
44	COc1ccc(NC(=O)COC(=O)/C=C/c2ccc(OC)c(S(=O)(=O)N3CCOCC3)c2)cc1	101	0	-2	-23	-9	-1.9	-1	100	-18
45	Cc1cc(C)cc(Oc2ccc(N)cc2)c1	102	-3	2	-1	-4	0.8	16	100	-15
46	Cc1ccccc1-n1c(C)c(C#N)c(=O)c(-[n+]2ccccc2)c1[S-]	101	21	-3	-4	-7	1.8	-5	95	20
47	CCOc1ccc(CC(=O)N2CCN(c3ccc(N4CCOCC4)nn3)CC2)cc1OCC	·	16	·	-17	1	0.6	-3	·	16
48	COc1cc(C(=O)N(C)CCOc2ccc(C)cc2)ccc1OC1CCN(C(C)=O)CC1	103	15	6	-38	-10	-1.7	3	104	0
49	COc1cccc(-n2c(SCC(=O)Nc3nc4ccccc4s3)nc3ccccc3c2=O)c1	94	-1	-12	-12	-7	4.4	-12	94	3
50	OC(C#CCN1CCCCCC1)(c1ccccc1)c1cccnc1 (centres undefined)	104	117*	-1	-8	-3	-1.0	-2	112	13

More compounds:
cpd	SMILES	MEKK3 PB1 HTS	CRFR2-BP antag	MEKK2 mut-MEK5	FID counter	GalR3 antagonist	CRFBP-R2 agonist	HCV NS3 hel inh	MEKK2wt PB1 HTS	UBC9 SUMO inh
51	COc1cccc(C(=O)C2CCCN(Cc3cccc(-n4nc(C)cc4C)c3)C2)c1 (centres undefined)	102	3	11	8	-7	-0.6	-2	115	-5
52	Cc1ccccc1CSc1nnc(-c2ccco2)n1Cc1ccco1	107	20	5	-30	-9	-0.4	-1	108	-2
53	CCCCOP(=O)(OCCCC)C(Nc1ccc(C(=O)OCC)cc1)c1ccncc1 (centres undefined)	102	-8	4	-46	-12	-1.2	-14	102	2
54	CCC(=O)NC(=S)Nc1ccc(OC)cc1OC	134*	9	0	-1	-1	1.3	5	110	4
55	Cn1cccc1C(=O)NNC(=O)COc1ccccc1F	105	2	3	-4	-5	0.0	7	105	10
56	COC(=O)c1sc(N)c(C(=O)OC)c1COC(=O)[C@@H](NS(=O)(=O)c1cccc(Cl)c1)C(C)C	108	26	-1	-23	-7	-2.7	-10	111	-13
57	CCn1c(COc2ccccc2)nnc1SCc1ccc(C#N)cc1	103	-1	4	-29	1	-3.4	12	103	-40
58	O=C(CN1CCCCC1)N1c2ccccc2Sc2ccc(C(F)(F)F)cc21	100	-15	1	7	-3	0.3	-9	102	-66
59	CCOc1cccc(CNc2ccc(O)cc2)c1OCc1ccc(Cl)cc1	110	23	13	2	-6	-0.3	20	109	32
60	Cc1c(C)n2c3c(cccc13)CC2	102	0	-7	-2	11	-1.1	0	102	1

Part of the list above in order of count of non-hydrogen atoms, lowest first:
cpd	SMILES	MEKK3 PB1 HTS	CRFR2-BP antag	MEKK2 mut-MEK5	FID counter	GalR3 antagonist	CRFBP-R2 agonist	HCV NS3 hel inh	MEKK2wt PB1 HTS	UBC9 SUMO inh
57	CCn1c(COc2ccccc2)nnc1SCc1ccc(C#N)cc1	103	-1	4	-29	1	-3.4	12	103	-40
59	CCOc1cccc(CNc2ccc(O)cc2)c1OCc1ccc(Cl)cc1	110	23	13	2	-6	-0.3	20	109	32
53	CCCCOP(=O)(OCCCC)C(Nc1ccc(C(=O)OCC)cc1)c1ccncc1 (centres undefined)	102	-8	4	-46	-12	-1.2	-14	102	2
